High-throughput results (PubChem)
L major viab = reduces viability of Leishmania major promastigotes | inhibition, % at 10 µM | resazurin fluorescence viability | AID 1063 | 9% of 200,000 active; in the data active = inhibition above about 50%;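 note: promastigotes grown with compound for 44 hours at 28 °C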
APP transl inh = APP translation inhibition; 0.82% of 190,000 active; inhibition, % at 2 µM; SH-SY5Y APP 5'UTR-luciferase reporter, luminescence;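 active = inhibition above a set limit, derived from the sample mean plus 3 SD, cut at about 45% in these data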; note: values of inactives mirror those of a sister screen read the other way
FLuc stim CS = firefly luciferase counter-screen for stimulation assays. ATPlite luciferase biochemical, luminescence, 10 min; 0 = ATP-free wells, 1 = DMSO control. 200,000 tested, under 10 active. activation factor at 10 µM. P08659. AID 1027;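 active = luciferase activation factor, scaled between plate controls, of at least 2 with compound at 10 µM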
Target sequence (P08659 whole entry, looked up): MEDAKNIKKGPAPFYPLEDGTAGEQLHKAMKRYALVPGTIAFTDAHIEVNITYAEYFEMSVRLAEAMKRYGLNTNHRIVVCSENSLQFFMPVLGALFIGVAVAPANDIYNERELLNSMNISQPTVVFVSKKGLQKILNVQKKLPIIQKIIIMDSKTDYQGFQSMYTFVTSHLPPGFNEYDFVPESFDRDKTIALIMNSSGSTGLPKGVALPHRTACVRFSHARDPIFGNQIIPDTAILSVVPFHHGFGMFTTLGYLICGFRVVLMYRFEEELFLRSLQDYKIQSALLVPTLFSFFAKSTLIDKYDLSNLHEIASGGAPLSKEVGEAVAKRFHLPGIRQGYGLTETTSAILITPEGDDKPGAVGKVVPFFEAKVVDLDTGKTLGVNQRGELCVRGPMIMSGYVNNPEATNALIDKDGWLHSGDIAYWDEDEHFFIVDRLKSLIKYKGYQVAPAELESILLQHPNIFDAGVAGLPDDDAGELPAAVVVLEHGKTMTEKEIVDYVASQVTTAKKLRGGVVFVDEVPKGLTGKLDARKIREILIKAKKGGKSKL
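Assay system: Luciferase/luciferin detection reagent, cell-free biochemical luciferase assay / Also added: ATP substrate / Schedule: 10 min at ambient temperature / Measured by: luminescence measurement of luciferase light output / Benchmarks: low control with PBS replacing ATP, high control enzyme plus ATP without compound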
TNAP act hi DEA = TNAP (human) activation, high acceptor; purified TNAP, CDP-star luminescence, 1 M DEA, 30 min; active compounds read high; 0 = EDTA background, 1 = DMSO-only activity; activation factor at 20 µM; 200,000 tested, under 10 active; P05186; AID 1136;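 active = activation factor at least 2 at 20 µM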
Target sequence (P05186 whole entry, looked up): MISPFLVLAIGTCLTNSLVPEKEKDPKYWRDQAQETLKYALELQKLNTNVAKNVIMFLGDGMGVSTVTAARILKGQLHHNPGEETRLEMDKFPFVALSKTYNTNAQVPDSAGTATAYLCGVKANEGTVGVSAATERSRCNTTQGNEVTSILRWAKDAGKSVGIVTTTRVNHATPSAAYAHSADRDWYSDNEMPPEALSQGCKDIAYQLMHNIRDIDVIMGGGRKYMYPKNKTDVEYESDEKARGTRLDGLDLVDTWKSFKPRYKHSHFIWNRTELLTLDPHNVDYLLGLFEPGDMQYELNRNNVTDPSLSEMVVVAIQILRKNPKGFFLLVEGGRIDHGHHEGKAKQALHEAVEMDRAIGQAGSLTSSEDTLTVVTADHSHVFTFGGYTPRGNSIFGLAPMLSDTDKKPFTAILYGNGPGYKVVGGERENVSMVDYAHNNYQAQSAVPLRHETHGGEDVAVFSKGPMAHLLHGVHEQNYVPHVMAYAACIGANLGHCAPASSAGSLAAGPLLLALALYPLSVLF
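system = human TNAP | amount = enzyme diluted 1/800 final | reagent = 100 µM CDP-star substrate | signal = luminescent substrate turnover signal | dosing = one dose, 20 µM | benchmarks = EDTA negative control, DMSO positive control | measure = activation factor | timing = 30 min reaction, room temperature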
TNAP inh hiacc = inhibitors of human TNAP at high phosphate acceptor concentration; P05186; 0.03% of 200,000 active; AID 1135; purified TNAP, CDP-star luminescence, 1 M DEA; inhibition, % at 20 µM;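 active = over 50% inhibition of tissue-nonspecific alkaline phosphatase at 20 µM in the single-dose screen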;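 note: plate controls were DMSO wells for no effect and EDTA-quenched wells as full inhibition for full effect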
RAM network inh = yeast RAM network inhibition | S. cerevisiae dse1pr::URA3 reporter, 5-FOA growth OD615, 2 d; analog-sensitive cbk1-as2 kinase mutant strain | inhibition, % at 50 µM | 1.8% of 190,000 active;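 active = inhibition above a set limit, 3 SD over mean compound inhibition, cut at about 8.4% in these data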;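 note: 0% = DMSO-only wells with no growth and 100% = 10 µM 1-NA-PP1 full growth; inhibition rescues growth on 5-FOA so higher OD means more RAM inhibition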
bIAP act = intestinal alkaline phosphatase (bovine) activation; activation factor at 20 µM; purified bovine IAP, CDP-star luminescence, 30 min; active compounds read high; fold of DMSO-control signal, blank-subtracted; 0.17% of 200,000 active;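 active = activation factor of 2 or more at 20 µM, a signal rise over negative controls twice the positive control's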
FLuc inh counter = inhibits firefly luciferase, flagging false hits in luciferase inhibition screens; P08659; ATPLite firefly luciferase biochemical luminescence, 10 min; inhibition, % at 10 µM; 1.5% of 200,000 active;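 active = inhibition above about 50% when tested at 10 µM, limit read from the data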
bIAP inh = intestinal alkaline phosphatase (bovine) inhibition; 190,000 tested, under 10 active; purified bovine IAP, CDP-star luminescence, 30 min; inhibition, % at 20 µM;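 active = over 50% inhibition of intestinal alkaline phosphatase at 20 µM in the single-dose screen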
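System: purified bovine intestinal alkaline phosphatase (IAP) enzyme; Input: IAP diluted 1/65,000,000 in the well; Measured by: CDP-star luminescence signal; Compound dosing: 20 µM single dose; Incubation: 30 min reaction at room temperature.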
TNAP inh noacc = inhibitors of human TNAP without phosphate acceptor; purified TNAP, CDP-star luminescence, 30 min; inhibition, % at 20 µM; 0.26% of 200,000 active;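 active = tissue-nonspecific alkaline phosphatase inhibition above about 50% at 20 µM in the single-dose screen, limit read from the data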;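 note: 0% = DMSO negative control and 100% = EDTA positive control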
Numbers without * were called inactive; x = not tested or not shown. An excerpt; count on the stated rates, not on these rows.

SMILES	L major viab	APP transl inh	FLuc stim CS	TNAP act hi DEA	TNAP inh hiacc	RAM network inh	bIAP act	FLuc inh counter	bIAP inh	TNAP inh noacc
S=c1[nH]c2ccccc2[nH]1	-7	-7	1	1	-2	3.3	1.1	0	-7	-3
O=C(NC(c1ccc(Cl)cc1)P(=O)(Oc1ccccc1)Oc1ccccc1)OCc1ccccc1 (stereo unspecified)	10	-5	1.1	1	-1	11*	0.9	-8	8	-12
Cc1ccsc1C(=O)C1CCCN(Cc2sc(N(C)C)nc2Cl)C1 (stereo unspecified)	-4	-7	1	1	-4	2.0	0.9	2	7	0
CCCCOP(=O)(OCCCC)/C(C#N)=C(/C)O	-2	-15	1	1.1	-5	2.9	0.9	-2	6	-16
COc1ccc(CCNCc2sccc2C)cc1OC	16	-4	1	1	-2	-0.5	1.1	-3	-5	-13
CSc1ncc(/C=C2/C(=O)NC(=O)N(c3ccc(C)cc3)C2=O)cn1	0	-12	1.1	1	0	0.1	1.1	-6	-5	-12
N#CC1=C(N)Oc2c(c(=O)sc3ccccc23)C1c1cccnc1 (stereo unspecified)	81*	-9	1	1	-1	-0.4	0.9	-5	6	-8
CCn1ccnc1CN1CCCC(C(=O)c2ccc(OC)cc2OC)C1 (stereo unspecified)	7	-6	1.1	1	-4	3.3	1	-5	0	-8
Cc1ccc(C2NC(=S)NC(c3ccc(C)cc3)C23C(=O)NC(=O)NC3=O)cc1 (stereo unspecified)	-4	12	1	1.1	-5	-0.1	0.9	-3	8	-11
COc1ccc(OP(=O)(Nc2ccccc2)Nc2ccccc2)cc1	4	9	1.1	1.1	-12	0.9	0.9	-7	15	-1
COc1cccc([C@@]2(O)CCCC[C@@H]2CN(C)C)c1	x	x	1	1.1	-8	x	0.9	-4	7	-12
CCCCN1C(=O)NC(=O)/C(=C/c2cnc(SC)nc2)C1=O	1	8	1.1	1	-4	-0.7	1	-10	0	-8
COc1cc(C)c(CN2CCN(c3ccccc3)CC2)cc1C	21	6	1	1.1	-6	-0.1	1	-2	-2	-13
O=C1C2CCCN2C(c2ccc(Cl)cc2)N1c1ccccn1 (stereo unspecified)	-6	-2	1	1.1	-6	0.3	1	-5	-5	-4
Cc1ccc(Cn2nnnc2CN2CCC(n3nnc4ccccc43)CC2)cc1	4	-10	1.1	1.1	-8	1.1	1.1	-8	-6	-9
c1ccc(CN2CCN(Cc3ccc4c(c3)OCCO4)CC2)cc1	80*	-8	1	1.1	-6	0.1	1	-5	0	-11
Cc1nc2sccc2c(=O)n1-c1ccccc1Cl	0	1	0.9	0.9	6	0.9	1	7	3	2
CC(C)c1ccc(N2C(=O)NC(=O)/C(=C/c3cnc(-c4ccccc4)nc3)C2=O)cc1	-5	3	1.1	1	-1	-0.7	0.9	-5	10	-6
CC12CCC3C(CC=C4CC(O)CCC43C)C1C/C(=C\c1ccccc1F)C2=O (stereo unspecified)	1	-29	1.1	1	-2	3.6	1	-6	2	-2
C/C(Cl)=C/CC1(CN2CCCC2=O)C(=O)NC(=O)NC1=O	-1	-11	1	1	-3	-0.5	1	2	-3	-4
CN(C)P1(N(C)C)=NC(C(F)(F)F)=NC(C(F)(F)F)=N1	-3	-1	1	1	-1	0.2	1	2	-3	0
COc1ccc(NC(c2ccccc2F)P(=O)(Oc2ccccc2)Oc2ccccc2)cc1 (stereo unspecified)	7	-11	1	1	3	4.7	0.8	3	25	-4
CCCCn1c(O)c(C(C)=NCc2ccc(F)cc2)c(=O)[nH]c1=O	0	-1	1.1	1.1	-6	3.3	1	-6	1	-12
CCOC(=O)c1sc(/N=C/c2c(O)n(-c3cccc(C)c3)c(=O)[nH]c2=O)c(C#N)c1C	-4	-3	1	1	-2	0.9	1	-4	3	-11
O=c1c2ccccc2nc(C[n+]2ccccc2)n1-c1cccc(C(F)(F)F)c1	-6	14	1.1	1.1	-6	-0.5	1.1	-7	-5	-11
CN(C)CC1CCCCC1OC(=O)c1ccc(Cl)c(Cl)c1 (stereo unspecified)	56*	14	1	1.1	-5	1.3	1	-4	-4	-8
COc1cc(/C=N/NC(=O)Cn2c([N+](=O)[O-])cnc2C)ccc1OC(=O)N(C)C	-4	-9	1	1	-1	2.0	1	-2	2	-5
CC(C)(C)NC(=S)/N=C(\N)N[N+](=O)[O-]	-6	-9	1.1	1	-4	0.4	1	-10	-5	-7
CCC(=NCCC(c1ccccc1)c1ccccc1)c1c(O)n(C)c(=O)n(C)c1=O	-4	-9	1.1	1	1	7.3	0.7	-6	26	-4
CCNC(=S)N1CCn2cccc2C1c1cccnc1 (stereo unspecified)	70*	8	1	1	1	0.7	1	-2	-1	-8
C[N+]1(C)CCOC(O)(c2ccc(-c3ccc(C4(O)C[N+](C)(C)CCO4)cc3)cc2)C1 (stereo unspecified)	21	-6	1	1	-4	1.0	1.3	-3	-34	-11
CC1(C)CC(=O)C(C=NCCN2CCN(C(=O)Cc3ccc(F)cc3)CC2)=C(O)C1	-7	15	1	1	-2	1.9	1	-4	0	0
CCCCCn1c(=O)c(C(=O)Nc2ccncc2)c(O)c2ccccc21	x	x	1	1	-4	x	1	-4	2	-6
O=C(Nc1ccccc1)Oc1ccccc1	5	-10	1	1	-1	-0.2	0.9	-2	13	0
CC1CN=C(NCc2ccccc2)S1 (stereo unspecified)	2	-7	1	1	-2	0.3	0.9	-4	6	-7
Cc1cccc(N2C(=O)NC(=O)/C(=C/c3cc4c(cc3[N+](=O)[O-])OCO4)C2=O)c1	7	-12	1	1	-1	0.1	0.8	-5	18	-13
CC(N=Cc1c(O)[nH]c(=O)[nH]c1=O)c1ccccc1 (stereo unspecified)	-4	1	1	1	-4	-0.3	1	4	3	-7
CCN(CC)CCN=Cc1c(O)n(Cc2ccccc2)c(=O)[nH]c1=O	0	13	1	1.1	-6	1.3	1	4	5	-17
Cn1cc(C(=O)c2ccccc2)c2ccccc21	23	0	1	1	-3	0.8	0.8	0	19	-18
CN1CC=C(c2c[nH]c3ccccc23)CC1	-2	-1	1	1	3	-0.6	1	-1	1	-8

Of the compounds above, these contain a carbonyl joined to an NH by a bond outside any ring.
SMILES	L major viab	APP transl inh	FLuc stim CS	TNAP act hi DEA	TNAP inh hiacc	RAM network inh	bIAP act	FLuc inh counter	bIAP inh	TNAP inh noacc
O=C(NC(c1ccc(Cl)cc1)P(=O)(Oc1ccccc1)Oc1ccccc1)OCc1ccccc1 (stereo unspecified)	10	-5	1.1	1	-1	11*	0.9	-8	8	-12
COc1cc(/C=N/NC(=O)Cn2c([N+](=O)[O-])cnc2C)ccc1OC(=O)N(C)C	-4	-9	1	1	-1	2.0	1	-2	2	-5
CCCCCn1c(=O)c(C(=O)Nc2ccncc2)c(O)c2ccccc21	x	x	1	1	-4	x	1	-4	2	-6
O=C(Nc1ccccc1)Oc1ccccc1	5	-10	1	1	-1	-0.2	0.9	-2	13	0

Further compounds
SMILES	L major viab	APP transl inh	FLuc stim CS	TNAP act hi DEA	TNAP inh hiacc	RAM network inh	bIAP act	FLuc inh counter	bIAP inh	TNAP inh noacc
CN1C2CCC1CC(OC(=O)c1ccc(Cl)cc1)(C(=O)O)C2 (stereo unspecified)	-3	-6	1.1	1	-3	0.7	1.1	-8	-5	-8
FC(F)(F)c1ccc2c(c1)ncn2C1CCN(Cc2nnnn2C2CCCCC2)CC1	13	-6	1	1	0	0.7	0.9	-2	10	0
Cc1ccc(-c2nc3ccccc3c(=O)n2-c2ccc(Br)cn2)cc1	3	-13	1.1	1	0	2.1	0.9	-6	5	-111
O=C1NC(=O)C(=Cc2cc3c(cc2[N+](=O)[O-])OCO3)C(=O)N1	1	15	1.1	1	2	4.1	1.1	-6	-7	-6
COc1cc2ccc(=O)oc2c2ccoc12	2	1	1	1	-3	2.7	1.1	-4	-9	-5
O=[N+]([O-])c1ccc(N2CCNCC2)cc1Sc1ccccn1	19	-3	1	0.8	16	1.7	1	-4	2	7
Cc1ccccc1-n1c(O)c(C=Nc2ccc(N(C)C)cc2)c(=O)[nH]c1=O	58*	-44	1	1	2	2.9	0.9	-3	10	-2
Fc1ccc(Cn2nnnc2C(c2ccc(Cl)cc2)N2CC=C(c3ccc(F)cc3)CC2)cc1 (stereo unspecified)	99*	4	1	1	0	10*	1	-3	1	-15
CCN(C(=O)CN1CC=C(c2ccccc2)CC1)c1c(N)n(Cc2ccccc2)c(=O)[nH]c1=O	-2	-7	1.1	1	0	2.4	0.9	-8	6	-19
O=C(Cc1ccccc1)Oc1ccc(N2C(=O)CCC2=O)cc1	-1	4	1	1	-1	0.5	0.8	-3	16	1
CN1CCN(c2ccc3nccnc3c2)CC1	-6	1	0.6	1	2	1.8	1.1	40	-14	-1
CCOc1ccc(N2C(=O)NC(=O)/C(=C/c3cnc(SC)nc3)C2=O)cc1	-3	6	1.1	1	-2	0.1	0.8	-12	18	0
COc1ccc(C(=O)C2CN(C)CC2C(=O)c2ccc(OC)cc2)cc1 (stereo unspecified)	3	-3	1	1	3	-0.7	1	-2	-4	-3
Cn1c(NN=O)nc2ccccc21	97*	75*	0.6	0.9	5	2.1	0.9	44	6	0
Cc1ccsc1C(=O)C1CCCN(Cc2cc(C(C)C)n[nH]2)C1 (stereo unspecified)	3	-4	1.1	1	-4	-0.4	1.1	-7	-9	3
CCC(COC(=O)NC)NC(=O)Oc1ccccc1 (stereo unspecified)	0	6	1	1	-1	1.5	1	-5	2	-8
Cc1ccc(CC(=O)N2CCN(Cc3ccccc3)CC2)cc1	-4	-24	1	1	-3	-0.2	1	-3	4	-4
Cn1c(O)c(C=NC2CC3CCC2(C)C3(C)C)c(=O)[nH]c1=O (stereo unspecified)	1	0	1	1	-4	-0.1	0.9	1	9	-2
O=C1CN=C(c2cccs2)c2c(sc3c2CCCC3)N1	15	-9	1.1	1	-2	-1.4	1	-9	-4	-5
CCCCn1c(=O)c(C(=O)Nc2ccccc2)c(O)c2ccccc21	4	20	1.1	1	-2	5.2	0.9	-7	12	-7
CC(C)CC12CN3CCN(CC(C3)C1O)C2 (stereo unspecified)	1	29	1.1	1.1	-6	0.3	0.9	-6	12	-12
CC(C)N1C(=O)/C(=C/C=C/c2ccco2)C(=O)N(Cc2ccco2)C1=O	14	-14	1.1	1	-2	6.4	1	-6	-3	4
Cc1nc2ccccc2c(=O)n1-n1cnnc1	-2	-10	1	1	-3	-0.3	0.9	-3	8	-5
CCCCNC(=O)c1c(N)n(Cc2ccc3c(c2)OCO3)c2nc3ccccc3nc12	2	-2	1	1	-5	3.6	1.2	-4	-22	-14

Structures shown so far that have a nitro group on carbon, in the order listed:
SMILES	L major viab	APP transl inh	FLuc stim CS	TNAP act hi DEA	TNAP inh hiacc	RAM network inh	bIAP act	FLuc inh counter	bIAP inh	TNAP inh noacc
COc1cc(/C=N/NC(=O)Cn2c([N+](=O)[O-])cnc2C)ccc1OC(=O)N(C)C	-4	-9	1	1	-1	2.0	1	-2	2	-5
Cc1cccc(N2C(=O)NC(=O)/C(=C/c3cc4c(cc3[N+](=O)[O-])OCO4)C2=O)c1	7	-12	1	1	-1	0.1	0.8	-5	18	-13
O=C1NC(=O)C(=Cc2cc3c(cc2[N+](=O)[O-])OCO3)C(=O)N1	1	15	1.1	1	2	4.1	1.1	-6	-7	-6
O=[N+]([O-])c1ccc(N2CCNCC2)cc1Sc1ccccn1	19	-3	1	0.8	16	1.7	1	-4	2	7
